Screening data as filed in PubChem.
MsrA inhibitor – inhibits bovine methionine sulfoxide reductase A. purified bovine MsrA, absorbance read-out. inhibition, % at 15.5 µM. actives 0.75% (n = 360,000). AID 651718; in the data active = inhibition above about 4.5%;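 also: 0% = vehicle wells with enzyme and 100% = reference inhibitor wells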
Scp1 inh – inhibitors of human Scp-1 phosphatase. Q9GZU7. Recombinant Scp1, phosphopeptide, malachite green phosphate absorbance. inhibition, % at 20 µM. actives 0.88% (n = 340,000). AID 493091;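 active = inhibition above about 50% at 20 µM, limit read from the data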;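 also: plate controls were DMSO wells with enzyme for no effect and wells lacking enzyme for full effect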
Target sequence (Q9GZU7 76-261 limits assumed): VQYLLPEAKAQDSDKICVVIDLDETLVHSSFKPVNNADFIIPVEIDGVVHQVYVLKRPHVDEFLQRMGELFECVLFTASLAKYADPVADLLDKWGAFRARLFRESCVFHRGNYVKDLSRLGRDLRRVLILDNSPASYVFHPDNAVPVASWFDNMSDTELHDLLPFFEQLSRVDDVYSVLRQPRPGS
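Material – SCP-1 phosphatase catalytic domain, residues 76-261 · Buffer or medium – Acidic Tris acetate buffer with magnesium and detergent · Also added – Phospho 17-mer peptide substrate · Compound – single 20 µM dose, 1% DMSO · Times – 45 min room-temperature reaction, 5 min colour, 30 min stabiliser · Technique – Phosphate-binding colour reagent, absorbance read at 630 nm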
NadD inh – blocks S. aureus nicotinate mononucleotide adenylyltransferase; purified NadD enzyme, colorimetric absorbance read-out; inhibition, % at 20 µM; actives 0.78% (n = 360,000); AID 602399; in the data active = inhibition above about 26%; also: some compounds past the cut are filed as inactive
SUMO1 PPI mod – SUMO1-SIM interaction modulation; SUMO1 binding to a labelled peptide, TR-FRET, 1 h; P63165; inhibition, % at 20 µM; actives 0.33% (n = 360,000); in the data active = inhibition above about 37%
Target sequence (P63165 whole entry, looked up): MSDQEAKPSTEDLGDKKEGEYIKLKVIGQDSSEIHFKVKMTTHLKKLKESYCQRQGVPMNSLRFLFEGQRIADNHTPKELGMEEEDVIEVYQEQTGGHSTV
LMPTP inh – LMPTP (human) inhibition. inhibition, % at 20 µM. actives 0.22% (n = 360,000). recombinant LMPTP-A, OMFP fluorogenic substrate, fluorescence intensity. P24666;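 active = compounds that cut the enzyme signal by at least half of the control window in the single-dose screen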;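 also: plate controls were DMSO wells with enzyme plus substrate for no effect and substrate without enzyme for full effect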
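test system = LMPTP-A | amount = 0.625 nM LMPTP-A final | reagent = fluorogenic phosphatase substrate OMFP at 400 µM final | incubation = 50 min at room temperature | benchmarks = no-enzyme low control, uninhibited high control | medium = Bis-Tris pH 6.0, DTT, detergent | signal = fluorescence intensity of OMFP turnover product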
DNMT1 inh – inhibitors of human DNMT1; DNMT1 molecular beacon, Hinp1I cleavage, fluorescence; inhibition (reported as % activation of signal), % at 10 µM; actives 0.83% (n = 360,000); P26358; in the data active = inhibition above about 50%
STEP inh – STEP (human) phosphatase inhibition; P54829; recombinant STEP, OMFP fluorogenic substrate, fluorescence; inhibition, % at 20 µM; actives 0.25% (n = 360,000);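 active = inhibition at 20 µM, scaled per plate between control wells, above about 37%, limit read from the data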;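 also: 0% = DMSO with enzyme and substrate and 100% = substrate only without enzyme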
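System: STEP phosphatase, cell-free reaction; Buffer or medium: Bis-Tris pH 6.0 buffer with DTT, detergent; Incubation: 20 min at room temperature, dark; Measured by: fluorescence, 480/540 nm.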
CSN deneddyl inh – CSN deneddylation inhibition. AID 651999. Q92905. actives 0.38% (n = 360,000). inhibition, % at 12.5 µM. Purified CSN, SCF-Nedd8-OG deneddylation, fluorescence polarization;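 active = pattern-corrected inhibition above about 35%, with an unprinted fluorescence ratio check between 0.5 and 1.5, limit read from the data, passing the limit was not always enough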;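 also: 0% = enzyme with substrate and 100% = substrate without enzyme; some results filed as inactive read as strong as hits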
Target sequence (Q92905 whole entry, looked up, one chain of several): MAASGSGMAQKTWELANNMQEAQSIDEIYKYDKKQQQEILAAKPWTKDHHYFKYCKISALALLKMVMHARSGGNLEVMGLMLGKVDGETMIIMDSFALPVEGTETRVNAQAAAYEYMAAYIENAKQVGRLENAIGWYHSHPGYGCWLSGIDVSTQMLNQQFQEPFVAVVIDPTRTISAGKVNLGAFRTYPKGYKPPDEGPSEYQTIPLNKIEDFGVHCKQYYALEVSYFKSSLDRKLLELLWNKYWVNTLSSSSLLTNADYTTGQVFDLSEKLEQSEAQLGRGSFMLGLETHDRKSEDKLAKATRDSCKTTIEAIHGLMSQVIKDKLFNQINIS
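Material: purified human Csn5 enzyme expressed in HEK293T cells / Medium: Tris buffer pH 7.5, NaCl, DTT, Tween-20, trehalose, ovalbumin / Compound dosing: 12.5 µM single point / Schedule: 90 min incubation of compound, enzyme and substrate at room temperature / Signal: fluorescence polarization of the substrate / Control set: no-enzyme wells high, enzyme-with-substrate wells low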
Tb MetRS inh – Trypanosoma brucei MetRS inhibition; purified T. brucei MetRS, ATP depletion, Kinase-Glo luminescence; inhibition, % at 11.9 µM; actives 0.4% (n = 360,000); AID 624268;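 active = inhibition above a per-plate cutoff of the control wells' mean inhibition plus 3 SD, cut at about 5.5% in these data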;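 also: 0% = DMSO wells median and 100% = median of wells with control inhibitor compound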
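Assay system: T. brucei methionyl-tRNA synthetase, purified | Medium: HEPES buffer with MgCl2, KCl, DTT, spermine, BSA, pyrophosphatase | Compound: 11.9 µM single point | Incubation: 15 min enzyme-compound preincubation, 2 h reaction, 10 min detection, 25 °C | Measured by: Kinase-Glo luciferase luminescence reporting remaining unconsumed ATP | Measure: % inhibition normalized to control-well medians | Replication: Singlicate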
Rpn11 inh – blocks the human proteasome subunit Rpn11 | O00487 | human 26S proteasome, Ub4-pepOG fluorescence polarization; 20S core pre-blocked with epoxomicin | calls only at 20 µM | actives 0.59% (n = 360,000) | AID 588493;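 active = inhibition at 20 µM, scaled to each plate's controls, above about 33%, limit read from the data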
Target sequence (O00487 whole entry, looked up): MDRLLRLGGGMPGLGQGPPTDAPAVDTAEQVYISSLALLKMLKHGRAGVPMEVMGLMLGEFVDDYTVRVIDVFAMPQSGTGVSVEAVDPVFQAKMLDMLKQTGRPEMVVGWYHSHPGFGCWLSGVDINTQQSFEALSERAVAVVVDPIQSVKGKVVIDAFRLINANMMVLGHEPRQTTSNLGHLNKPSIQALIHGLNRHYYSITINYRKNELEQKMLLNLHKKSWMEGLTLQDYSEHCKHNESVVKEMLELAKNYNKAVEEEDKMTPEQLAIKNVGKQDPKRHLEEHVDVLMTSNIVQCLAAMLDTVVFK
Starred values were filed as active, the others as inactive; i = inactive; x = no result given.

Values in the order: MsrA inhibitor	Scp1 inh	NadD inh	SUMO1 PPI mod	LMPTP inh	DNMT1 inh	STEP inh	CSN deneddyl inh	Tb MetRS inh	Rpn11 inh
Cc1ccc(C(=O)C(OC(=O)CN2C(=O)c3ccccc3C2=O)c2ccccc2)cc1 (centres undefined)
  1.2	-10	2	-7	2.9	-2	2	-4	-0.3	i
O=C(NCc1ccc2c(c1)OCO2)c1ccc(S(=O)(=O)N2CCCCC2)cc1
  0.0	-9	-7	1	-0.1	-2	0	1	-0.4	i
O=C(CSc1nc(NS(=O)(=O)c2ccccc2)cc(=O)[nH]1)Nc1cccc(C(F)(F)F)c1
  -0.5	-8	-11	0	-2.1	-3	-1	2	1.5	i
Cc1nn2c(=S)[nH]nc2[nH]c1=O
  -0.4	11	-4	-3	-0.3	2	-1	2	-0.6	i
CC(=O)N1CCN(c2ccc(NC(=O)c3ccc(Cl)c([N+](=O)[O-])c3)cc2)CC1
  0.4	-7	-1	-24	-0.2	0	1	3	0.0	i
O=C(Oc1ccccc1)c1cc2ccccc2oc1=O
  1.2	5	-4	-12	-0.4	8	-4	-7	-1.6	i
COc1ccc(N2C(=O)C3CCCN3C2c2cc(OC)c(OC)cc2OC)cc1 (centres undefined)
  1.9	-8	0	4	-0.7	1	3	1	0.1	i
CCOC(=O)C1(CCOc2ccccc2)CCN(S(=O)(=O)N(C)C)CC1
  -1.2	-10	-6	1	-0.2	-2	1	2	0.2	i
Cc1c(C(=O)N2CCC2)oc2ccc(Cl)cc12
  1.1	-18	1	1	-1.3	1	0	3	-0.2	i
COc1cccc(C#Cc2ccc3c(c2)O[C@H](CN(C)C)[C@@H](C)CN([C@@H](C)CO)S3(=O)=O)c1
  -0.4	x	-3	7	-2.6	-10	-3	4	-0.9	i
CCN1CCN(C(=O)C2CCN(S(=O)(=O)c3ccc(SC)cc3)CC2)CC1
  -1.2	2	1	3	-1.0	1	-3	2	0.0	i
Cc1cc(C)n(-c2nc3c(c(=O)[nH]c(=O)n3C)n2CC(O)COc2ccccc2)n1 (centres undefined)
  0.5	-14	-4	-1	-2.1	2	1	1	-0.4	i
CC(C)Cn1c(SCC(=O)Nc2cccc(S(N)(=O)=O)c2)nc2ccccc2c1=O
  -0.1	-1	1	2	-0.2	1	1	1	-0.3	i
CCC(C)Nc1nc(N)c([N+](=O)[O-])c(N2CCCCCC2)n1 (centres undefined)
  1.1	-6	-3	6	3.4	4	0	2	-1.0	i
COc1cccc(CN(C)C(=O)c2ccc3c(=O)n4c(nc3c2)CCC4)c1
  -2.1	-2	3	1	0.0	1	-1	-4	0.1	i
CCC(=O)Nc1c(-c2ccc(OC)cc2)c(=O)c2ccccc2n1C
  1.5	-2	1	2	-0.4	-3	0	2	-0.5	i
COc1ccc(CNC(=O)Nc2cccc(Cl)c2)cc1
  x	-13	-3	0	-0.5	0	-3	1	0.2	i
Cc1[nH]c2ccccc2c1SCC(=O)N1CCCc2ccccc21
  -0.1	-19	-6	3	-0.2	-3	-1	-3	-0.2	i
N#Cc1cnc(Nc2nc3ccccc3o2)nc1-c1ccccc1
  0.9	-1	10	2	-0.3	-1	-6	-5	-1.4	i
CC1=C(C(=O)N(C)C)CC(CC(=O)NCc2cccs2)C(=O)N1CCC1=CCCCC1 (centres undefined)
  -0.5	x	10	-2	-1.6	7	-2	-3	-0.6	i
N#Cc1cccc(-c2csc(C(O)(c3ccccc3)C(F)(F)F)n2)c1 (centres undefined)
  0.5	x	-5	3	0.9	1	-2	-1	-0.3	i
Cc1cc(Br)cn2c(Cc3ccccc3)c(-c3cccc(Br)c3)nc12
  -0.2	x	8	-8	1.5	-8	3	2	-0.1	i
CCC1CCc2sc(C(=O)NCc3ccccn3)cc2C1 (centres undefined)
  -0.4	-5	-2	-1	0.6	-2	2	-2	-0.6	i
O=C(O)c1ccccc1OCC1CCCO1 (centres undefined)
  -0.5	-8	-6	2	-0.6	2	-3	0	-0.5	i
O=C(C1=C[C@@H]2[C@H]3C(=O)N(c4cccc(Cl)c4)C(=O)[C@H]3[C@@H](C(=O)c3ccc(Cl)cc3)N2C=C1)c1ccccc1
  x	-10	57*	-3	2.6	69*	4	24	0.3	i
C[C@@H]1CN([C@H](C)CO)C(=O)CCCn2nncc2CO[C@H]1CN(C)Cc1ccc(C(F)(F)F)cc1
  -0.1	x	4	2	-3.1	7	2	-2	0.6	i
COc1ccc(C(=O)NCN2CCN(c3ccccc3)CC2)cc1OC
  -0.5	-8	0	2	0.0	3	-1	-6	0.0	i
Cn1cccc1CC(=O)NNC(=O)Nc1cccc(Cl)c1
  0.6	-6	1	2	-0.3	-9	1	-2	0.3	i
Cc1ccnc(NC(=O)c2ccc(Cl)c(NC(=O)C(C)Oc3ccccc3)c2)c1 (centres undefined)
  1.4	2	-5	4	0.8	-1	1	3	1.0	i
CC(C)(C#N)Cc1cc(CC(C)(C)C#N)cc(C(C)(C)C)c1
  0.6	-9	-1	-1	0.0	2	3	4	-0.3	i

Full records as entered above. Values in the order: MsrA inhibitor	Scp1 inh	NadD inh	SUMO1 PPI mod	LMPTP inh	DNMT1 inh	STEP inh	CSN deneddyl inh	Tb MetRS inh	Rpn11 inh
Listed for CCC(=O)Nc1c(-c2ccc(OC)cc2)c(=O)c2ccccc2n1C : 1.5	-2	1	2	-0.4	-3	0	2	-0.5	i
Listed for COc1ccc(N2C(=O)C3CCCN3C2c2cc(OC)c(OC)cc2OC)cc1 (centres undefined) : 1.9	-8	0	4	-0.7	1	3	1	0.1	i

(cont.)
Values in the order: MsrA inhibitor	Scp1 inh	NadD inh	SUMO1 PPI mod	LMPTP inh	DNMT1 inh	STEP inh	CSN deneddyl inh	Tb MetRS inh	Rpn11 inh
O=C(c1cccc(S(=O)(=O)Nc2ccccc2F)c1)N1CCN(c2ccccc2F)CC1
  2.7	3	9	5	-1.2	-3	-2	8	0.2	i
COc1ccccc1CNC(=O)CCCNC(=O)c1ccc(Cl)cc1
  -0.5	-9	0	-3	-1.5	0	-2	-2	-0.4	i
CCCCN(C=O)c1c(CC)nc2ccc(C(=O)NCCN(C)C)cn12
  0.4	x	2	6	-1.5	2	-1	0	0.2	i
CCC(=O)NC(=S)Nc1ccc(NC(=O)COc2ccc([N+](=O)[O-])cc2)cc1
  1.9	-4	-1	-8	0.5	2	1	-2	-0.3	i
S=C(NCCc1ccccc1)NCc1ccccc1Cl
  0.9	-2	0	4	0.7	-5	0	-5	0.0	i
COc1ccccc1CCC(=O)Nc1ccc(C)cc1Cl
  -0.5	-2	-8	2	-1.3	-7	-2	-3	-1.0	i
CCN(C(=O)COC(=O)c1cc(S(=O)(=O)N(C)C)ccc1Cl)C1CCS(=O)(=O)C1 (centres undefined)
  0.8	1	-4	-1	-1.1	0	-2	0	-0.4	i
CC(=O)Nc1ccc2c(c1)[nH]c(=O)c1ccccc12
  1.5	0	-1	6	-0.6	2	0	2	-0.3	i
CCCOc1ccccc1C1C(C(=O)OC)=CN(C(C)C)C=C1C(=O)OC
  -0.1	-11	-2	-5	1.2	-1	0	-4	-1.2	i
COc1ccccc1N1CCN(C(CNC(=O)c2ccco2)c2cccnc2)CC1 (centres undefined)
  0.9	-7	-2	0	-1.9	0	2	-2	1.4	i
COc1ccc(CCNC(=O)COC(=O)c2cnc(C)cn2)cc1
  x	-7	3	-1	-3.0	-5	-1	-1	0.8	i
Cc1cccc(NC(=O)C2CCC(CNC(=O)[C@@H]3Cc4ccccc4CN3)CC2)c1 (some centres undefined)
  1.5	-4	-5	3	1.3	0	-1	-3	-0.2	i
Cc1c(N(C)C)c(=O)n(-c2ccccc2)n1C
  0.3	-6	0	3	-0.5	2	1	1	-0.5	i
Cc1cc(NC(=O)CCC(=O)N(c2cccnc2)C(C(=O)NC2CCCC2)c2ccccc2)no1 (centres undefined)
  0.8	17	-7	-1	-0.7	-1	-2	4	-0.5	i
O=C(OCc1c(-c2ccccc2)ncc2ccccc12)c1cccs1
  0.0	22	9	-2	1.0	-4	0	3	-0.6	i
CCOC(=O)[C@H]1[C@H]2COc3ccc(Br)cc3[C@@H]2N2C(=O)CN(Cc3ccco3)C(=O)[C@@]12C
  0.1	3	-3	4	0.3	10	-1	2	0.2	i
Cc1nc(C)n(C(=O)N(c2ccccc2)c2ccccc2)n1
  0.4	-5	-1	4	-0.6	1	-2	4	-0.3	i
COc1cccc(C(=O)N(C)CC2CCN(CCc3cccc(C(F)(F)F)c3)CC2)c1
  1.7	2	-1	0	1.2	-1	0	2	-0.4	i
CC(=O)N1c2ccc(S(=O)(=O)N3CCCCC3)cc2CC1C(=O)Nc1ccccc1C(F)(F)F (centres undefined)
  -0.7	-5	-2	3	0.0	-3	-2	1	-0.3	i
C[C@H](NS(=O)(=O)c1ccc(Cl)cc1)C(=O)OCC(=O)Nc1cc(S(=O)(=O)N2CCOCC2)ccc1Cl
  0.0	-4	-6	-1	0.0	7	3	-7	-0.5	i
